# Screens from PubChem BioAssay.
# ST2 inh – inhibitors of human ST2 (IL1RL1) binding to IL-33; Q01638; inhibition, % for hits at 17 µM; hit rate 2.3% among 78,000; AlphaLISA ST2-Fc/biotin-IL-33 interaction, 1 h; in the data active means inhibition above about 30%; inconclusive means mostly about 10% to 28%
# Target sequence (Q01638 whole entry, looked up): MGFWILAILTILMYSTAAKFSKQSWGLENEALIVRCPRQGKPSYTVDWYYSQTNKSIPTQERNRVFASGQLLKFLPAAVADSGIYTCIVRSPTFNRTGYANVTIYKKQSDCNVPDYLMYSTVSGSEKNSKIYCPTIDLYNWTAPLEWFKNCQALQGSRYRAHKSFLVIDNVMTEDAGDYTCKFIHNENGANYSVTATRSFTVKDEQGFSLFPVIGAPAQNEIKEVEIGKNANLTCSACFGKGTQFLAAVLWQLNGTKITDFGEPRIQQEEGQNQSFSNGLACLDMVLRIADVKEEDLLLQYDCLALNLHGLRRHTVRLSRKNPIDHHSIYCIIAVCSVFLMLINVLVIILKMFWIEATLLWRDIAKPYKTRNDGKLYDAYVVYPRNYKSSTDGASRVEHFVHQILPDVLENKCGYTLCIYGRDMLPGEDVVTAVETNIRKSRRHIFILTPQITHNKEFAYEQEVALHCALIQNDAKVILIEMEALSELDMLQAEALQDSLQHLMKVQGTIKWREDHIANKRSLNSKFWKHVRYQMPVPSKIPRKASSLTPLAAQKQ
# Starred values were filed as active, the others as inactive; i = inactive; ? = inconclusive.
SMILES,ST2 inh
COc1ccc(C(=O)NC2CC2)c(OC2CCN(CCc3ccccc3)CC2)c1,i
O=C(CSc1ncn[nH]1)Nc1nc(-c2ccccc2)cs1,i
Cc1n[nH]c(C)c1S(=O)(=O)N1CCC(C(=O)NC2CCCc3ccccc32)CC1 (stereo not given),i
CC(NC(=O)C1CCCN(S(=O)(=O)c2cnc[nH]2)C1)c1ccccc1 (stereo not given),i
Cc1nnc(CNC(=O)CC2c3ccccc3CCc3ccccc32)o1,?
N#CSCCCCOc1ccccc1Cl,i
COc1ccccc1C(=O)Oc1ccc2ccccc2c1,i
O=c1c2ccccc2nc2n1CCC2(Br)Br,?
CCC1C(=O)C(C)(C)C(=O)OC1c1ccc(Cl)cc1Cl (stereo not given),?
CC1(C)C(C=C(Cl)Cl)C1C(=O)Nc1ccc(Cl)cc1Cl (stereo not given),i
COc1ccc(N2CCN(Cc3nc(-c4ccc(Cl)cc4Cl)no3)CC2)cc1,?
O=C(CCN1CCC(O)(c2ccc(F)cc2)CC1)Nc1nnc(C2CC2)s1,i
COc1ccc(Br)cc1C1SCCN1S(=O)(=O)c1cccc(C)c1 (stereo not given),i
Cc1cccn2cc(C(=O)N[C@@H]3C[C@H]4C(=O)NCC(=O)N4C3)nc12,?
O=C(c1ccc(N2CCC(NCC3(c4ccccc4)CCOCC3)CC2)cc1)N1CCCC(O)C1 (stereo not given),i
Cc1nc(C(C)C)cc(N2CCN(Cc3ccc(Cl)s3)CC2)n1,i
CCCNC(=O)C1CCC(Cn2c(=O)c3sccc3n(CC(=O)NC(C)C)c2=O)CC1 (stereo not given),i
NC(=O)CSc1nc2c(sc3ccccc32)c(=O)n1CCCC(=O)NC1CCCCC1,i
CC(=O)N(CN1C(=O)C2CCC(C)CC2C1=O)c1ccc(C)cc1 (stereo not given),i
CCC(=O)N1c2ccccc2-c2nnc(SC)nc2OC1c1cc(OC)ccc1OC (stereo not given),?
c1ccc(CN2CCC3(CCCc4ccccc43)CC2)cc1,i
CC(=O)c1ccc(N=c2oc3ccccc3cc2-c2nc3ccccc3[nH]2)cc1,?
c1cnc2c(c1)ccc1cccnc12,i
CC(NC(=O)c1ccccc1C(=O)NC(C)c1ccccc1)c1ccccc1 (stereo not given),i
CC1(CO)CC2C(O)C3=C(CC(C)(O)C2C1)C(=O)OC3 (stereo not given),i
C=CCn1cc(C(=O)NC2CCCC2)c(=O)c2cc(S(=O)(=O)N(CC)CC)ccc21,i
CC1(C)NC(=O)N(CC(O)COc2cccc(OCC(O)CN3C(=O)NC(C)(C)C3=O)c2)C1=O (stereo not given),i
CN1CCN(c2nnc(-c3ccc(Cl)cc3)c3ccccc23)CC1,i
COc1ccccc1NC(=O)C1CCN(c2ccc(-c3cccs3)nn2)CC1,i
CCNC(=O)[C@@H]1C[C@@H](N)CN1C(=O)c1nn(C)c2c1CCCC2,?
Cn1c(Sc2ccc([N+](=O)[O-])cn2)nc2ccccc21,i
CC(C)(C)S(=O)(=O)c1ccccn1,i
Cc1nc2c(C(=O)NC(C)c3ccccc3)c[nH]n2c(=O)c1Cc1ccccc1F (stereo not given),i
CCc1nc2nc(C)[nH]n2c(=O)c1NC(=O)Nc1ccc2c(c1)OCCO2,i
CC(=O)Nc1ccc(NC(=O)c2cccc(I)c2)cc1,?
Cc1ccc(NC(=O)c2cc(-c3ccco3)on2)cc1C,i
Cc1ccccc1CNC(=O)c1ccc(F)cc1,i
COc1ccccc1Oc1ccc2c(c1)C(=O)N(CC(=O)O)C2=O,i
CCN(CC)S(=O)(=O)c1ccc(NC(=O)CN2C(=O)c3ccccc3S2(=O)=O)cc1,i
CN(C)CCNc1ccc([N+](=O)[O-])cc1Cl,i
CC1=C(C(N)=O)C(c2ccc(C(C)C)cc2)n2nc(SCc3ccccc3)nc2N1 (stereo not given),i
Cn1nc(-c2cccs2)cc1C(=O)N1CCC(O)(c2ccccn2)CC1,i
CCOC(=O)C1C(=O)C=C(c2cccc(OC)c2)CC1c1ccccc1C (stereo not given),i
CN1CCN(CCCNC(=O)c2ccc3c(c2)NC(=O)C(N2CCCC2)S3)CC1 (stereo not given),i
COc1ccccc1NC(=O)C1=C(C)Nc2nc3ccccc3n2C1c1ccccc1[N+](=O)[O-] (stereo not given),i
CCC(C)N(Cc1cccnc1)C(=O)c1cc(-c2cnn(C)c2C)n[nH]1 (stereo not given),i
CO[C@@H](C(=O)N1CC(c2cccnc2)C1)c1ccccc1,?
O=C(NC1CCCC1)c1ccc(N2CCCC2=O)cc1,i

# Not a retest: an excerpt of the list.
SMILES,ST2 inh
CC1(CO)CC2C(O)C3=C(CC(C)(O)C2C1)C(=O)OC3 (stereo not given),i
C=CCn1cc(C(=O)NC2CCCC2)c(=O)c2cc(S(=O)(=O)N(CC)CC)ccc21,i
CC1(C)NC(=O)N(CC(O)COc2cccc(OCC(O)CN3C(=O)NC(C)(C)C3=O)c2)C1=O (stereo not given),i
CN1CCN(c2nnc(-c3ccc(Cl)cc3)c3ccccc23)CC1,i
COc1ccccc1NC(=O)C1CCN(c2ccc(-c3cccs3)nn2)CC1,i
CCNC(=O)[C@@H]1C[C@@H](N)CN1C(=O)c1nn(C)c2c1CCCC2,?
Cn1c(Sc2ccc([N+](=O)[O-])cn2)nc2ccccc21,i
CC(C)(C)S(=O)(=O)c1ccccn1,i
Cc1nc2c(C(=O)NC(C)c3ccccc3)c[nH]n2c(=O)c1Cc1ccccc1F (stereo not given),i
CCc1nc2nc(C)[nH]n2c(=O)c1NC(=O)Nc1ccc2c(c1)OCCO2,i
CC(=O)Nc1ccc(NC(=O)c2cccc(I)c2)cc1,?
Cc1ccc(NC(=O)c2cc(-c3ccco3)on2)cc1C,i
Cc1ccccc1CNC(=O)c1ccc(F)cc1,i
COc1ccccc1Oc1ccc2c(c1)C(=O)N(CC(=O)O)C2=O,i
CCN(CC)S(=O)(=O)c1ccc(NC(=O)CN2C(=O)c3ccccc3S2(=O)=O)cc1,i
CN(C)CCNc1ccc([N+](=O)[O-])cc1Cl,i
CC1=C(C(N)=O)C(c2ccc(C(C)C)cc2)n2nc(SCc3ccccc3)nc2N1 (stereo not given),i
Cn1nc(-c2cccs2)cc1C(=O)N1CCC(O)(c2ccccn2)CC1,i
CCOC(=O)C1C(=O)C=C(c2cccc(OC)c2)CC1c1ccccc1C (stereo not given),i
CN1CCN(CCCNC(=O)c2ccc3c(c2)NC(=O)C(N2CCCC2)S3)CC1 (stereo not given),i
COc1ccccc1NC(=O)C1=C(C)Nc2nc3ccccc3n2C1c1ccccc1[N+](=O)[O-] (stereo not given),i

# Further results
SMILES,ST2 inh
COc1ccc(/C=C/CN2CCN(c3ncc(Cl)cn3)CC2)cc1,?
COc1ccc(Nc2nc(Nc3ccc(OC)cc3)c([N+](=O)[O-])cc2[N+](=O)[O-])cc1,i
CCc1ccccc1-c1cccc(-n2cnnc2)c1,?
C=CCn1c2ccccc2n2c(C(=O)OC)c(C)nc12,i
CCCc1cn(C2CCN(C3CCN(Cc4ccccc4)CC3)CC2)nn1,i
Cc1cc(C)n(CCNC(=O)c2ccccc2OC2CCN(S(C)(=O)=O)CC2)n1,?
CNC(=O)C1CCC(Cn2c(=O)c3sccc3n(CC(=O)Nc3ccc(F)cc3F)c2=O)CC1 (stereo not given),i
CCC1=NOC(CNC(=O)Cc2c(C)nn(-c3ccccc3)c2C)C1 (stereo not given),?
COc1ccc(-c2ccnc(N[C@H]3CO[C@H]4[C@@H]3OC[C@@H]4NC(=O)CCC(=O)O)n2)cc1,i
O=S(=O)(NCCN1CCN(c2ccccc2)CC1)c1cccc2cccnc12,?
CN(CC1CCN(CCc2ccc(Cl)cc2)CC1)C(=O)c1cccc(N(C)C)c1,?
Cc1ccc(C(=O)Nc2ccc(Cl)c(N3CCCS3(=O)=O)c2)cc1C,i
Cc1ncc2c(c1CNC(=O)/C=C/c1ccccc1)CCN(C(=O)c1ccc(N3CCCC3=O)cc1)C2,?
Cn1c(=O)[nH]c(=O)c2c1nc(CN1CCN(c3ccc(F)cc3)CC1)n2CCN1CCOCC1,i
CCn1cc(/C=C/c2ccccc2)c(C)n1,?
Cc1cc(C)nc(NC(=O)c2ccc(Cl)cc2Cl)c1,i
Cc1ccc(-c2nc(SCC(=O)NCc3ccco3)c(-c3ccc(F)cc3)[nH]2)cc1,i
CC(=O)N1CCCN(C(=O)CC2C(=O)NCCN2CC2CCCCC2)CC1 (stereo not given),i
COc1ccc(CC2CN(Cc3ccnc(C(C)C)n3)CCO2)cc1 (stereo not given),i
Cn1c(C(=O)NCc2ccc(F)cc2)cc2c(=O)n3ccccc3nc21,i
COc1ccc(C)cc1NC(=O)CN(c1ccc([N+](=O)[O-])cc1)S(=O)(=O)c1ccccc1,?
O=C(C1CC1)N1CCc2cc(S(=O)(=O)N3CCN(c4ccccc4F)CC3)ccc21,?
NCCNCCOc1cccc(Br)c1,i
COc1cc(CN2CCN(C/C=C/c3ccccc3)CC2)cc([N+](=O)[O-])c1O,i

# As a short view, two of the compounds above:
SMILES,ST2 inh
NCCNCCOc1cccc(Br)c1,i
COc1cc(CN2CCN(C/C=C/c3ccccc3)CC2)cc([N+](=O)[O-])c1O,i

# Continued.
SMILES,ST2 inh
CCc1ccc(C2CC(c3ccc(CC)cc3)n3ncnc3N2)cc1 (stereo not given),i
Cc1oc2c(c1C(=O)NCc1cccnc1Oc1ccccc1)C(=O)CCC2,i
COc1ccc(CCN2C(=O)c3ccccc3C2(O)Cc2ccccc2)cc1OC (stereo not given),i
COc1ccc(NC(=O)CN2N=NC3C(=O)N(c4ccc(F)cc4)C(=O)C32)cc1 (stereo not given),i
CC(=O)N1C(C)c2ccccc2C(C)(C)CC12CCCCC2 (stereo not given),?
Cc1ccc2[nH]nc(C(=O)NCC3CCCN(S(C)(=O)=O)C3)c2c1 (stereo not given),i
CCOC(=O)N1CCN(C2CCCN(C/C(C)=C/c3ccco3)C2)CC1 (stereo not given),i
NS(=O)(=O)c1ccc(NC(=O)Nc2ccc(Cl)c(Cl)c2)cc1,i
CC(=O)Nc1ccccc1-c1ccc(C)o1,i
CCOC(Cn1c2ccccc2c2ccccc21)OCC,i
CC(=O)NS(=O)(=O)c1ccc(NC(=O)c2ccccc2Cl)cc1,i
OCCN1CCN(CCSc2ccccc2)CC1,?
Cc1nn(-c2ccccn2)c(C)c1[C@@H]1C=C[C@@H](NC(=O)NC(C)C)C1,i
CCOC(=O)C1C(=O)C=C(c2cccs2)CC1c1cccs1 (stereo not given),?
CCc1c(C)nn(CC(=O)N2CCCC3(CN(C)C(=O)O3)C2)c1C (stereo not given),?
Cn1c(=O)[nH]c(=O)c2ncn(CC(=O)c3ccccc3)c21,?
CCC(C)NCc1ccccc1-c1cccc(O)c1 (stereo not given),i
Nc1c(C(=O)NCc2ccc(F)cc2)nnn1Cc1cccc(F)c1,?
COc1ccccc1C1SCCN1S(=O)(=O)c1ccc(C)c([N+](=O)[O-])c1 (stereo not given),?
O=C(O)c1c2c(nc3ccccc13)CCN(S(=O)(=O)c1ccc(Cl)cc1)C2,i
O=C(Nc1ccc(Cl)cn1)c1cccc(OCc2ccccc2)c1,i
CCc1nc2cccnc2n1C1CCN(S(=O)(=O)c2ccc(C)cc2)CC1,?
CC1CC(=O)Nc2ccc([N+](=O)[O-])cc2N1CC(F)(F)F (stereo not given),i
O=C(O)c1cc(N2CCC(N3CCCC(C(=O)NC4CC4)C3)CC2)nc2ccccc12 (stereo not given),i
COc1cc(C2CC(c3ccccc3O)=NN2)ccc1O (stereo not given),32%*
COCC1(C(=O)N2CCCCC2CCn2ccnc2C)CCC1 (stereo not given),i
Cc1cccc(NS(=O)(=O)c2ccc3c(c2)CCN3C(=O)C2CC2)c1C,i
Cc1cc(C(=O)Nc2ccccc2Sc2c(C)n[nH]c2C)cc(=O)[nH]1,i
Cc1cccc(Nc2nnc(Cc3ccccc3)c(=O)[nH]2)c1C,i
C=CCn1c(SCC(=O)c2ccc(F)cc2)nnc1-c1ccncc1,i
CCn1c(C(O)c2cccc(OC)c2OC)nc2ccccc21 (stereo not given),i
COc1cccc(OC)c1C(=O)N1CCN=C1SCc1ccc(Br)cc1,i
CC(C)N1CCN(C(=O)c2ccc(-n3cnnn3)cc2)CC1C (stereo not given),i
COc1ccc(-n2nc3c(c2NC(=O)c2ccccc2[N+](=O)[O-])CS(=O)C3)cc1 (stereo not given),i
CCCCOc1ccc(S(=O)(=O)N2CCSC2c2cc(OC)ccc2OC)cc1 (stereo not given),i
CN1CCCC1CCn1cnc(-c2ccccc2)c1-c1ccccc1C(=O)O (stereo not given),i
Cc1ccccc1C1=N/C(=C\c2sccc2C)C(=O)O1,?
COc1ccccc1C1C(C(=O)Nc2ccccn2)=C(C)NC2=C1C(=O)CCC2 (stereo not given),i
Cc1ccc2oc(C(=O)NC3C(=O)Nc4cccc(C)c43)cc2c1 (stereo not given),i
CCN(CC)CCCCCCCCOC(=O)c1cc(OC)c(OC)c(OC)c1,i
O=C(c1ccc(-n2cnnn2)cc1)N1CCC2(CCCNC2)C1 (stereo not given),i
CCN(CC)CCCNC(=O)c1cnn2c(C)c(Cc3c(F)cccc3Cl)c(C)nc12,i
COc1ccc2c(=O)c(Oc3ccccc3)c(C(F)(F)F)oc2c1OC,i
Cc1ccc(-c2noc(CCC(=O)N(C)c3cc(Cl)ccc3C)n2)cc1,i
Nc1ccc(-c2ccc(F)c(CO)c2)cn1,?
CCN(C(=O)Cn1nnnc1N)C1(C(=O)Nc2ccccc2)CCCCC1,?
CN(C)c1nc2c(c(N(C)C)n1)CCN(C(=O)CNS(C)(=O)=O)C2,?
O=C(CSc1nc2c([nH]c3ccccc32)c(=O)n1-c1cccc(Cl)c1)NCC1CCCO1 (stereo not given),?
CO[C@H]1[C@H](NC(=O)CSC)c2ccccc2C12CCN(Cc1cn[nH]c1-c1cccc(F)c1)CC2,?
O=C(c1scc2c1OCCO2)N1CCc2[nH]nc(-c3ccccc3)c2C1,?
COc1ccc(NC(=O)c2coc(=O)c3ccccc23)cc1OC,i
COc1cccc(CN2CCC(O)(c3ccccc3C)C2)c1O (stereo not given),?
Cn1cc(C(c2ccc([N+](=O)[O-])o2)c2cn(C)c3ccccc23)c2ccccc21,41%*
CCCOC(=O)c1ccc(N2C(=O)C3CCCCC3C2=O)cc1 (stereo not given),?
O=C(Nc1cccc(-c2nc3ccccc3o2)c1)c1cccnc1,i
COc1cccc(NC(=O)CSC2=NN3CCCC(=O)N=C3S2)c1,i
CC(C)Oc1ccc(C(=O)Nc2c3c(nn2-c2ccc(F)cc2)CS(=O)C3)cc1 (stereo not given),i
COc1ccc(NC(=O)c2ccc([N+](=O)[O-])c(C)c2)cc1Cl,i

# These rows are one share of the data. The share of hits here may be higher or lower than overall.
